# Source: PubChem BioAssay
# KB-V1 MDR tox = KB-V1 MDR subline cytotoxicity; KB-V1 MDR cells viability, CellTiter-Glo, 72 h; Potency, µM (series often up to 46.1 µM), inactives show at the highest dose activity change, negative = cytotoxicity, usual class: cytotoxic; 3.4% of 400,000 active; note: % is set by controls: 0 for no effect and ±100 for the full control effect; nearly all actives have a fitted effect of over 60% in size
#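 Compound-treated KB-V1 multidrug-resistant cells, 72 h, 37 degrees C; viability by CellTiter-Glo. Fitted qHTS curves give the values.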
# GLP1R ag = GLP-1 receptor (human) agonism; P43220; HEK293 GLP-1R CRE-luciferase, luminescence, 4-6 h; cells express a hypersensitive GLP-1R form; Potency, µM (titrated, usually from 45.6 µM), for the others: at the highest dose activation, usual class: activators; 0.007% of 380,000 active; AID 624172; note: % of control where 0% means no effect
# Target sequence (P43220 whole entry, looked up): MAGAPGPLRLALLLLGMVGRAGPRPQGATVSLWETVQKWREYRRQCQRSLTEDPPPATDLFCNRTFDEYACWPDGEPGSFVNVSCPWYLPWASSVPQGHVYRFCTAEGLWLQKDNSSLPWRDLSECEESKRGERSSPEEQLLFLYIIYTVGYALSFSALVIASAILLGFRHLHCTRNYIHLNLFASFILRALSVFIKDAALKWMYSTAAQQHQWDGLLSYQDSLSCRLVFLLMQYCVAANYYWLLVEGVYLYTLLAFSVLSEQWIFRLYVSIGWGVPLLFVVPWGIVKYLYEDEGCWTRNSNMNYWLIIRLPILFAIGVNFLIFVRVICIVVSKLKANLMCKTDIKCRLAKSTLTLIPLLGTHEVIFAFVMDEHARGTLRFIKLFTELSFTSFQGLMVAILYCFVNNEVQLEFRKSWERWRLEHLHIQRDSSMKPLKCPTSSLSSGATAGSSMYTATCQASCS
# GLP1R inv ag = inverse agonists of human GLP-1 receptor; P43220; HEK293 GLP-1R CRE-luciferase, luminescence, 24 h; GLP-1R form is constitutively active; Potency, µM (top dose mostly 38.3 µM), for the others: at the highest dose activity change, negative = inhibition, most hits filed as inhibitors; 1.6% of 410,000 active; AID 624417; note: % is set by controls: 0 for no effect and ±100 for the full control effect; nearly all actives have a fitted effect of over 55% in size
#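 Seeding at 200 cells/uL, 12 h culture, 24 hr compound treatment, then luciferase reagent and a luminescence read; cells are HEK293 stably expressing a constitutively active GLP-1R plus cAMP-responsive luciferase.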
# TDP43 rescue = inhibitors of TDP-43 toxicity in yeast; AID 652104; TDP-43 expressing yeast growth rescue, BacTiter-Glo, 24 h; 1.8% of 410,000 active; Potency, µM (doses to about 46.1 µM), inactives show top-dose growth rescue (activation), hits mostly activators; note: % of control where 0% means no effect; nearly all actives have a fitted effect of over 50% in size
#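 Luminescence from BacTiter-Glo reports growth of TDP-43-expressing yeast after 24 hr at 30 deg C with compound. Cells were raffinose-pregrown to mid-log, then seeded in galactose medium at OD600=0.02.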
# HT1080 IDH1KD tx = toxicity to HT-1080 IDH1 knockdown cells (counter line); HT-1080 IDH1 knockdown viability, ATP luminescence, 48 h; Potency, µM (doses to about 46.1 µM), for the others: at the highest dose activity, negative = toxicity, usual class: cytotoxic; 2% of 360,000 active; AID 686971;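 note: 0% = DMSO wells and -100% = cell-free medium wells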
#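 Cytotoxicity counter-line: IDH1KD HT-1080, 48 h, CellTiter-Glo. Curves classed by r2, magnitude and activity.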
# SW480 rerep = DNA re-replication induction in SW480 cells; AID 624297; 1.8% of 340,000 active; SW480 DNA re-replication, Hoechst DNA content imaging, 48 h; Potency, µM (top dose mostly 46.1 µM), for the others: top-dose re-replication activation, usual class: activators; note: % of control where 0% means no effect; nearly all actives have a fitted effect of over 55% in size
#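 Readout is total intensity of Hoechst-stained nuclei, excited at 405 nm and collected at 500-530 nm. Compound treatment lasted 48 hr at 37 C in 5% CO2 before staining.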
# KB-3-1 tox = kills parental KB-3-1 adenocarcinoma cells; 1.4% of 400,000 active; Potency, µM (doses to about 46.1 µM), for the others: at the top dose activity change, negative = cytotoxic, most hits filed as cytotoxic; KB-3-1 viability, CellTiter-Glo ATP luminescence, 72 h; note: % is set by controls: 0 for no effect and ±100 for the full control effect; nearly all actives have a fitted effect of over 60% in size
#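 Using CellTiter-Glo luminescence, growth of non-resistant KB-3-1 adenocarcinoma cells is assessed 72 h after pin-tool compound addition at 37 °C. Normalized responses across the concentration series yield fitted curves.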
# HT1080-NT tox = kills 2HG-producing HT-1080-NT fibrosarcoma cells; HT-1080-NT fibrosarcoma viability, CellTiter-Glo ATP luminescence, 48 h; Potency, µM (doses to about 46.1 µM), for inactives: at the top dose activity, negative = less viability, usual class: cytotoxic; 1.6% of 360,000 active;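 note: NT is the 2HG producing partner of a matched IDH1 knockdown line; 0% = DMSO-treated cells and -100% = media-only wells without cells; nearly all actives have a fitted effect of over 55% in size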
#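 A 48-hour cytotoxicity screen used HT-1080-NT cells plated 2 hours before compound delivery. ATP-based CellTiter-Glo luminescence measured viability, normalized to DMSO and no-cell controls.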
# GLP1R cytotox = cytotoxic in the GLP-1 receptor inverse agonist counter-screen | HEK293 cAMP-luciferase reporter cells, luminescence, 24 h | Potency, µM (doses to about 38.3 µM), for the others: at the top dose activity change, negative = inhibition, hits mostly inhibitors | 0.13% of 410,000 active;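 note: loss of luciferase light is scored as toxicity; % is set by controls: 0 for no effect and ±100 for the full control effect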
#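 MLSMR compounds, 24 hr on cells at 37 deg C/5% CO2; luminescence after luciferase reagent (12 min RT). Inhibition counted as the undesired cytotoxic outcome.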
# * = called active by the depositor; ? = inconclusive; nt = not tested or not shown; & = joins results of further samples; [ ] = another dose, or the depositor's remark. Calls come from the whole dose curve; as a rule, active = well fitted curve in the direction sought with a large enough effect; inconclusive = small, poorly fitted or top-dose-only effect, or another doubt; inactive = no such curve, though single readings can be large; an effect the other way counts as inactive or inconclusive. Potency is the fitted concentration of half-maximal effect.
SMILES,KB-V1 MDR tox,GLP1R ag,GLP1R inv ag,TDP43 rescue,HT1080 IDH1KD tx,SW480 rerep,KB-3-1 tox,HT1080-NT tox,GLP1R cytotox
CC(CN1CCN(C)CC1)OC(=O)c1ccc(Cl)cc1 (stereo not drawn),-17%,1%,?,-10%,-22%,10%,-2%,-13%,12%
COC(=O)/C=C/c1ccc2c(c1)OCO2,?,12%,30%[activator],-10%[0.397 µM],-5%,0%,6%,-22%,-13%
O=C(CCCn1c(=S)[nH]c2ccsc2c1=O)NC1CCCCC1,18%,0%,1%,29%,-12%,1%,24%,-14%,-7%
Cc1ccc2nc(CCCc3nc4ccc(C)cc4[nH]3)[nH]c2c1,-28%,-3%,?,-14%,?,1%,-9%,?,2%
COC(=O)[C@]12CCCCC=C1N(CCC1=CCCCC1)C(=O)[C@H](CC(=O)N1CCOCC1)C2,?,1%,-7%,11%,3%,nt,19%,5%,-3%
COc1cc(N2CCOCC2)ncn1,2%,-11%,-4%,10%,0%,-11%,7%,4%,0%
CC(=O)c1c(O)cc(O)cc1O,14%,-3%,-6%,3%,1%,-2%,0%,1%,0%
Cc1ccc(-c2ccc(=O)n(CC(=O)NCC3COCCO3)n2)cc1 (stereo not drawn),-4%,1%,2%,-19%,-3%,-20%,1%,8%,-6%
CC(C)(C)c1ccc(C2=CSC3=NCCN23)cc1,3%,-5%,?,-6%,-25%,?,7%,-26%,?
O=C(Nc1nnc(SCc2c(Cl)cccc2Cl)s1)C1CCCO1 (stereo not drawn),-5%,?,105%[activator],12%,2%,4%,0%,5%,16%
N#CC1=C2SCN(Cc3ccco3)CN2C(=O)CC1c1c(F)cccc1Cl (stereo not drawn),9%,5%,6%,6%,1%,?,3%,3%,-13%
NC(=O)c1ccc(NC(=O)CCC(=O)N2CCN(S(=O)(=O)c3ccc(Cl)cc3)CC2)cc1,0%,-4%,5%,10%,-2%,-6%,-11%,7%,3%
COc1c(S(=O)(=O)NCCCn2ccnc2)ccc(Cl)c1Cl,0%,0%,-14%,2%,4%,?,4%,-3%,1%
CCOc1ccc(S(=O)(=O)N(C)c2ccc(OCC(=O)Nc3ccccc3F)cc2)cc1,-3%,13%,?,?,-15%,-48%,-7%,-23%,4%
CCn1nc(C)cc1C(=O)Sc1cccc(Br)c1,13%,-1%,-16%,?,21µM*,-14%,0%,13µM*,0%
CCOC(=O)c1sc(=S)n(C)c1NC(=O)c1ccccc1C,-21%,-7%,0%,-19%,-2%,-2%,-6%,-1%,19%
CCOc1cccc(CC(=O)Nc2ccc3nc(N4CCCCC4)cc(C)c3c2)c1OCC,-7%,nt,?,25%[9.22 µM],nt,nt,-12%,nt,-2%
COc1ccc(NC(=S)N2CCN(C)CC2)cc1,-7%,3%,8%,-1%,5%,-52%[inhibitor],?,15%,-17%
O=c1cc(SCc2ccccc2)nc[nH]1,38%,-2%,10%,-11%,-5%,-6%,10%,1%,0%
O=C1[C@@H]2[C@H](C(=O)N1Cc1cccnc1)[C@H]1C=C[C@@H]2C1,10%,7%,3%,-22%,-14%,1%,0%,4%[9.24 µM],5%
COc1cc(/C=N\NC(=O)CNC(=O)C2COc3ccccc3O2)ccc1O (stereo not drawn),-9%,-1%,12%,18%,4%,-8%,11%,1%,6%
Cc1ccc(C)c(OCCC(=O)OCC(=O)N(C)c2c(N)n(Cc3ccccc3)c(=O)[nH]c2=O)c1,20%,12%,2%,-10%,7%,-562%[inhibitor],1%,1%,-10%
CC(=O)Nc1cc(N=Cc2ccc(O)cc2O)c(Cl)cc1Cl,6%,6%,50%[activator],3%,18µM*,?,-17%,?,12%
Clc1ccc(C=NN2CCCCCC2)cc1,?,-3%,-3%,11%,-10%,-5%,9%,-1%,6%
COC(=O)c1cc(S(=O)(=O)NCCc2ccccc2)c[nH]1,2%,-4%,11%,22%,2%,-2%,-1%,14%,-25%
CCOC(=O)C1CCN(C(=O)c2ccc(CNS(=O)(=O)c3ccc(C)cc3)cc2)CC1,10%,11%,7%,-12%[1.82 µM],18%,-7%,3%,15%,-6%
CC(C)CC1c2[nH]c3ccccc3c2CCN1CCCn1cccn1 (stereo not drawn),?,22%,?,-5%,-20%,-94%[inhibitor],?,-21%,2%
O=C(CCl)Oc1ccc2occ(C(=O)c3cccs3)c2c1,0%,-1%,-4%,-31%[inhibitor],1%,-6%,1%,5%,6%
COc1ccc([C@H]2/C=C\CN(S(=O)(=O)c3ccc(C)cc3)[C@@H](C)C(=O)N2Cc2ccc(F)cc2)cc1,?,4%,?,21%,4%,-5%,-15%,0%,5%
O=C(O)CSc1nnc(CNc2ccccc2Cl)n1-c1ccccc1,1%,7%,7%,11%,27%,-20%,5%,15%,-3%
CC1=NN(C(N)=S)C(=O)C1N=Nc1cccc(C)c1 (stereo not drawn),?,7%,?,?,7%,3%,-21%,7%,?
O=C(NCc1ccco1)c1ccc(NS(=O)(=O)c2cccc(F)c2)cc1,12%,-3%,18%,13%,1%,-23%,-4%,0%,3%
Cc1nn(C2CCS(=O)(=O)C2)c(C)c1C=O (stereo not drawn),1%,2%,9%,27%,18%,23%,-3%,10%,11%
CCc1ccc2c(CSc3nnnn3C)cc(=O)oc2c1,4%,1%,6%,1%,0%,-4%,26%,0%,-4%
CCNc1nc(N2CCCC2)nc(N2CCCC2)n1,-12%,22%,27%,-12%[0.397 µM],-19%,-6%,7%,-14%,-17%
CCOC(=O)c1c(NC(=O)c2cc(-c3ccc(OC)c(OC)c3)on2)sc2c1CCCC2,0%,nt,-5%,11%,nt,nt,-16%,nt,10%
Cn1nc(CC(=O)NC2CCCCCCCCCCC2)c2ccccc2c1=O,-30%,-9%,-24%,-26%,0%,-4%,?,-16%,-20%
CCN1C(=O)C(F)(CC)C(=O)c2ccccc21 (stereo not drawn),3%,-4%,8%,-6%,6%,3%,5%,7%,0%
COc1ccc(OC)c(NS(=O)(=O)c2ccc3[nH]c4c(c3c2)CCCCC4)c1,16µM*,-1%,?,2%,nt,nt,?,nt,-22%
Cc1cc(C)n2nc(SCC(=O)Nc3ccccc3)nc2n1,?,-2%&22%,16%&18%,1%&3%,10%,-1%,12%&15%,3%,1%&3%

# Single values from the results shown.
# CCNc1nc(N2CCCC2)nc(N2CCCC2)n1 | GLP1R cytotox: -17%
# CCN1C(=O)C(F)(CC)C(=O)c2ccccc21 (stereo not drawn) | HT1080 IDH1KD tx: 6%
# O=c1cc(SCc2ccccc2)nc[nH]1 | HT1080-NT tox: 1%

# New compounds follow
SMILES,KB-V1 MDR tox,GLP1R ag,GLP1R inv ag,TDP43 rescue,HT1080 IDH1KD tx,SW480 rerep,KB-3-1 tox,HT1080-NT tox,GLP1R cytotox
COCCNC(=S)N(C)[C@H]1C[C@H]2c3cc(N4CCN(C)CC4)ccc3CCN2C(=O)[C@H]1[C@H](C)O,3%,-6%,3%,0%,4%,nt,1%,21%,-3%
CCCCNS(=O)(=O)c1ccc(OC)c(Cl)c1Cl,5%,-11%,0%,-13%,-3%,-9%,-1%,1%,-5%
CC(C)(C)C1CCC(C(=O)NNC(=O)c2ccncc2)CC1 (stereo not drawn),-2%,1%,19%,9%,1%,-2%,-6%,3%,-2%
CCOc1ccc(NC(=O)c2ccc3snnc3c2)cc1,?,-3%&0%,-6%&0%,23%&6%,19%[9.24 µM],-10%,2%&-7%,6%,-12%&-6%
CCN(C(=O)CSc1nc2ccccc2c(=O)n1Cc1ccc(C)cc1)C1CCS(=O)(=O)C1 (stereo not drawn),-5%,7%,50%[activator],-8%,7%,-480%[inhibitor],9%,4%,1%
CC(C)OCCCNC(=O)CCN1C(=O)COc2ccccc21,1%,19%,0%,0%,-2%,-30%[inhibitor],0%,11%,3%
O=C(NCC(c1cccnc1)N1CCN(c2ccc(F)cc2)CC1)c1ccc2c(c1)OCO2 (stereo not drawn),0%,-7%,?,1%,-6%,-1%,-10%,-6%,-23%
O=C(C1CC1)N1CCN=C1SCc1ccc(Cl)cc1,0%,0%,18%,-3%,0%,1%,8%,-1%,1%
CCCCn1cnc2c(oc3ccccc32)c1=O,18%,9%,8%,9%,13%,-8%,1%,15%,-5%
O=C1NC(=O)C(CC(=O)N(Cc2ccco2)C2(C(=O)NC3CCCCC3)CCCCC2)N1 (stereo not drawn),7%,-1%,2%,8%,2%,-3%,3%,3%,-11%
Cc1cccc(Cn2c(SCCO)nc3c2c(=O)n(C)c(=O)n3C)c1,-8%,6%,1%,9%,-14%,0%,-3%,-16%,-3%
COc1ccc(C2CC(c3ccc(OC)cc3)n3nc(NC(=O)c4ccco4)nc3N2)cc1 (stereo not drawn),2%,0%,-19%,18%,0%,2%,?,-10%,-4%
CCN(CC)S(=O)(=O)c1ccc(Cl)c(C(=O)Oc2cccnc2)c1,?,-2%,0%,?,-2%,-5%,5%,6%,-5%
CCOC(=O)C(NCCCCl)c1ccccc1 (stereo not drawn),?,-17%,2%,4%,22%,-1%,6%,18%,-13%
Cc1c(/C=N/Nc2ccc([N+](=O)[O-])cn2)c2ccccc2n1Cc1ccccc1,-1%,-4%,-8%,10%,0%,-1%,4%,1%,-6%
Cc1cccc(C2=NN(c3ccccc3)[C@@H](C(=O)N3CCOC3=O)[C@@H]2c2ccc([N+](=O)[O-])cc2)c1,0%,-2%,?,16%,-13%,17%,0%,-16%,-7%
CCC(C)Nc1nc(N)c([N+](=O)[O-])c(Nc2ccccc2OC)n1 (stereo not drawn),?,?,4%,?,21µM*,-45%[inhibitor],22%,?,-29%

# Reprinted at random: 2 records from the list, in no set order.
SMILES,KB-V1 MDR tox,GLP1R ag,GLP1R inv ag,TDP43 rescue,HT1080 IDH1KD tx,SW480 rerep,KB-3-1 tox,HT1080-NT tox,GLP1R cytotox
CCOC(=O)C(NCCCCl)c1ccccc1 (stereo not drawn),?,-17%,2%,4%,22%,-1%,6%,18%,-13%
CCN(CC)S(=O)(=O)c1ccc(Cl)c(C(=O)Oc2cccnc2)c1,?,-2%,0%,?,-2%,-5%,5%,6%,-5%
